# Source: PubChem BioAssay
# KOR beta-arrestin-1 = KOR antagonists, beta-arrestin recruitment, cell-based, luminescence, uHTS (AID 1778); KOR beta-arrestin recruitment, luminescence, antagonist mode; higher % means a stronger effect; one-dose inhibition, % at 10 µM; IC50 in µM for titrated hits; hit rate 0.091% among 290,000; note: strong numbers were not always called active
# KOR beta-arrestin-2 = kappa opioid receptor activators – cell-based, luminescence, uHTS, primary screen (AID 1777) | KOR beta-arrestin recruitment, luminescence; higher % means a stronger effect | one-dose activation, % at 10 µM; EC50 in µM for titrated hits | hit rate 0.02% among 280,000; in the data active = activation above about 50%, passing the limit was not always enough; note: a part of the inactive calls stands beside numbers as strong as those of hits
# NOD1 NF-kB reporter = NOD1 signaling inhibitors, primary screen, cell-based, luminescence, uHTS (AID 1578); NOD1-driven NF-kB luciferase reporter cells, luminescence; higher % means a stronger effect; inhibition, % at 4 µM; hits with a dose series show EC50 in µM; hit rate 1% among 290,000; in the data active = inhibition mostly above about 36%, no sharp cut-off; inactive = mostly below about 34%;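 note: HEK-293T reporter cells stimulated with the NOD1 agonist gamma-tri-DAP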
# Myeloid diff MLP = promotes myeloid progenitor differentiation; ER-HoxA9 myeloid progenitors, lysozyme-GFP differentiation, flow cytometry; calls only at 10 µM; hit rate 1% among 360,000; AID 624256;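 active = normalized GFP-positive differentiation at or above the plate's own cutoff, the solvent-only control mean plus 3 SD; inconclusive = no clear call, values can overlap the other calls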;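 note: cells exposed to compound for four days before flow analysis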
# GPR55 antagonists = GPR55 antagonists blocking LPI-driven arrestin recruitment, primary screen, imaging, U2OS, beta-arrestin-GFP, LPI agonist (AID 2013); U2OS GPR55 beta-arrestin-GFP translocation imaging, LPI antagonism; higher % means a stronger effect; one-dose inhibition, % at 10 µM; IC50 in µM for titrated hits; hit rate 0.13% among 290,000;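 active = spots per cell inhibited over 60%, with over 100 cells counted and total cytoplasm intensity under 500,000; inconclusive = wells with under 100 cells, flagged as likely toxic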;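 note: U2OS cells stably carrying GPR55 and arrestin-GFP stimulated by 5 µM LPI near EC80; imaged beta-arrestin-GFP aggregate spots per cell after agonist stimulation; plate controls were LPI-stimulated DMSO wells for no effect and DMSO wells without LPI for full effect; some results filed as inactive read as strong as hits; confirmed hits need IC50 under 10 µM and bright autofluorescent wells are also inconclusive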
# GPR35 antagonists = GPR35 antagonists blocking zaprinast-driven arrestin recruitment, primary screen, imaging, U2OS, beta-arrestin-GFP, zaprinast agonist (AID 2058); hit rate 0.052% among 290,000; inhibition, % at 10 µM, or IC50 in µM where a hit was titrated; U2OS GPR35 beta-arrestin-GFP translocation imaging, zaprinast antagonism; higher % means a stronger effect;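 active = inhibition of at least 50% with at least 30 cells and total cytoplasm GFP at most 10,000,000; inconclusive = under 30 cells or total GFP of 10,000,000 plus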
# NOD2 inhibition = inhibition of NOD2-driven NF-kB reporter – cell-based, luminescence, uHTS, HEK293 (AID 1566); HEK293 NOD2/NF-kB luciferase reporter, luminescence; higher % means a stronger effect; hit rate 0.63% among 290,000; one-dose inhibition, % at 4 µM; EC50 in µM for titrated hits; note: many of its hits are not listed in these tables
# GPR55 beta-arrestin = GPR55 agonists via beta-arrestin recruitment, primary screen, imaging, U2OS cells, beta-arrestin-GFP redistribution (AID 1961) | hit rate 0.048% among 290,000 | one-dose activation, % at 10 µM; EC50 in µM for titrated hits | U2OS GPR55 beta-arrestin-GFP redistribution imaging; higher % means a stronger effect;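 active = activation above 40% with more than 50 cells counted in the well; inconclusive = wells holding fewer than 50 cells, flagged as toxic or sparse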;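 note: U2OS osteosarcoma cells stably expressing GPR55 and beta-arrestin-GFP; plate controls were DMSO negative control for no effect and LPI positive control for full effect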
# HIV fusion peptide = inhibitors of HIV fusion peptide binding, primary screen, biochemical, uHTS, fluorescence dequenching (AID 1986); cell-free peptide binding, fluorescence dequenching, 30 min; higher % means a stronger effect; one-dose inhibition, % at 20 µM; IC50 in µM for titrated hits; hit rate 0.3% among 290,000; in the data active = inhibition mostly above about 52%, no sharp cut-off; inactive = mostly below about 76%; note: some results filed as inactive read as strong as hits
# Myeloid diff MLP GFP+ MAC1+ % = further read-out of Myeloid diff MLP, marked with its call; GFP+ MAC1+ double positive, %; measured here: differentiation confirmed by MAC1 staining
# Active calls of the source: *; i = inactive; u = inconclusive; x = no result given; [ ] = dose if it differs, or a comment. Cut-off read from the data, not from the text of the source, unless noted: active = inhibition above about 50%; inactive = the rest. This is a subset; rates above refer to the full screens.
SMILES,KOR beta-arrestin-1,KOR beta-arrestin-2,NOD1 NF-kB reporter,Myeloid diff MLP,Myeloid diff MLP GFP+ MAC1+ %,GPR55 antagonists,GPR35 antagonists,NOD2 inhibition,GPR55 beta-arrestin,HIV fusion peptide
O=C(c1ccc2c(=O)n3c(nc2c1)CCCCC3)N1CCN(C(c2ccccc2)c2ccccc2)CC1,17%,3.3%,-52%,i,14,40%,0%,12%,-0.1%,-0.3%
CCOC(=O)N1CCN(C(=O)c2ccc3nc4ccc(Cl)cc4c(=O)n3c2)CC1,3%,1.2%,-10%,i,8.2,14%,9%,1%,0.1%,1.8%
COc1cccc(CN2CCNC(=O)C2CC(=O)NCCn2nc(C)cc2C)c1OC (centres undefined),-23%,-1.0%,-8%,i,0.4,6%,-1%,5%,0.2%,3.0%
Cc1cccc(C(=O)Nc2nnc(C3=COCCO3)o2)c1,16%,-3.9%,-16%,i,0.2,3%,-18%,22%,0.2%,0.2%
CCOC(=O)c1sc2ncnc(NCc3ccco3)c2c1C,-16%,-2.8%,18%,i,1.7,-4%,8%,8%,-0.1%,-0.5%
COc1ccc(S(=O)(=O)NC(C)(C)C)cc1-c1nnc2c3ccccc3c(C)nn12,8%,1.4%,-15%,i,0.3,-12%,1%,19%,-0.1%,24%
CC(=O)c1oc2ccccc2c1NC(=O)COC(=O)c1ccc(-n2nc(C)cc2C)cc1,-68%,36%,-53%,i,0.7,-5%,-7%,1%,0.0%,-2.5%
O=C(NNS(=O)(=O)c1ccc(Br)cc1)c1ccncc1,-12%,2.0%,2%,i,1.5,24%,-1%,22%,-0.1%,-2.7%
Cc1sc(NC(=O)CCl)c(C(=O)c2ccccc2)c1C,-8%,0.8%,61%*,i,1.4,-4%,1%,-6%,0.1%,2.0%
CN1C(C(=O)NCCc2cccs2)CC2Cn3c(nc4cc5ccccc5cc43)C21 (centres undefined),19%,-0.3%,3%,i,2.7,-2%,2%,17%,-0.1%,-0.6%
CCn1cc(C(=O)O)c(=O)c2cc(F)c(N3CCN(C(=S)NC(=O)c4ccc(Br)cc4)CC3)cc21,11%,-4.2%,-17%,i,0.1,6%,1%,7%,-0.2%,8.2%
CCOC(=O)N1CCC(NC(=O)c2csc3c2CCCC3)CC1,5%,4.0%,1%,i,1.4,-4%,7%,18%,-0.2%,18%

# Brought forward from above: 6 entries; new compounds follow.
SMILES,KOR beta-arrestin-1,KOR beta-arrestin-2,NOD1 NF-kB reporter,Myeloid diff MLP,Myeloid diff MLP GFP+ MAC1+ %,GPR55 antagonists,GPR35 antagonists,NOD2 inhibition,GPR55 beta-arrestin,HIV fusion peptide
CC(=O)c1oc2ccccc2c1NC(=O)COC(=O)c1ccc(-n2nc(C)cc2C)cc1,-68%,36%,-53%,i,0.7,-5%,-7%,1%,0.0%,-2.5%
O=C(NNS(=O)(=O)c1ccc(Br)cc1)c1ccncc1,-12%,2.0%,2%,i,1.5,24%,-1%,22%,-0.1%,-2.7%
Cc1sc(NC(=O)CCl)c(C(=O)c2ccccc2)c1C,-8%,0.8%,61%*,i,1.4,-4%,1%,-6%,0.1%,2.0%
CN1C(C(=O)NCCc2cccs2)CC2Cn3c(nc4cc5ccccc5cc43)C21 (centres undefined),19%,-0.3%,3%,i,2.7,-2%,2%,17%,-0.1%,-0.6%
CCn1cc(C(=O)O)c(=O)c2cc(F)c(N3CCN(C(=S)NC(=O)c4ccc(Br)cc4)CC3)cc21,11%,-4.2%,-17%,i,0.1,6%,1%,7%,-0.2%,8.2%
CCOC(=O)N1CCC(NC(=O)c2csc3c2CCCC3)CC1,5%,4.0%,1%,i,1.4,-4%,7%,18%,-0.2%,18%
CCOC(=O)CS(=O)(=O)c1ccc(O)cc1,-11%,-1.7%,-30%,i,0.1,-6%,-4%,6%,0.2%,0.6%
Cc1ccc(S(=O)(=O)C(C#N)c2nc3ccccc3nc2N2CCN(C)CC2)cc1 (centres undefined),-1%,-2.9%,-20%,i,1.1,-2%,10%,12%,-0.2%,151%
O=C(CSc1nnc(CNc2ccc(F)cc2)n1Cc1ccco1)N1CCCC1,-13%,4.9%,-14%,i,3.2,18%,-1%,10%,0.3%,-0.6%
O=C(O)C1CCC(Cn2c(SCc3cc(=O)n4ccccc4n3)nc3ccsc3c2=O)CC1 (centres undefined),33%,-5.8%,-10%,i,0.3,3%,-12%,10%,-0.5%,-1.5%
CCCCOc1ccc2c(c1)C(=O)c1cc(O)ccc1-2,21%[20 µM],x,-45%,i,0.2,2%,-2%,-61%,-0.1%,-2.6%
Cc1cc(C)cc(C(=O)NC(=S)Nc2ccc(Cc3ccncc3)cc2)c1,-32%,3.0%,-14%,i,0.8,-2%,9%,5%,0.9%,-2.1%
Cc1ccccc1N(CC(=O)NC1CCCC1)C(=O)c1csnn1,-15%[20 µM],-3.9%,-14%,i,0.1,-4%,-1%,11%,-0.1%,0.0%
CC1(C)Cc2c(sc3nc(SCC(=O)N4CCOCC4)nc(N)c23)CO1,-20%,29%,-23%,i,1.2,-7%,-1%,4%,0.3%,-0.1%
CCCCNS(=O)(=O)c1ccc2nc(SCC(=O)Nc3ccccc3)[nH]c2c1,-56%,-0.1%,-15%,i,0.4,4%,0%,6%,-0.3%,-0.8%
CCCNC(=O)CSc1nnc(-c2ccc(F)cc2)o1,-36%,-2.5%,-27%,i,0.5,-5%,-6%,1%,0.2%,1.1%
COc1cc(OC)cc(C(=O)Nc2c(F)cccc2F)c1,-32%,1.9%,26%,i,0.7,-10%,7%,18%,0.0%,-0.5%
O=C(CCC1CCCN(Cc2ccc3c(c2)OCCO3)C1)NCc1ccccc1F (centres undefined),2%,-3.3%,0%,i,0.2,4%,-7%,-3%,0.0%,-1.2%
O=C(NNC(=O)c1csc(-c2cccnc2)n1)Nc1ccc(Cl)cc1,-12%,0.3%,-6%,u,x,4%,-6%,4%,-0.2%,-0.6%
Cn1c(CNC(=O)c2cccs2)n[nH]c1=S,-16%,-4.5%,-41%,i,0.7,11%,-1%,13%,-0.1%,1.1%
COc1ccc(CCNC(=O)COc2ccc(-c3ccc(C#N)cc3)cc2)cc1,-11%,87%,-13%,i,0.5,4%,-18%,5%,0.3%,2.1%
C#CCSc1nnc(-c2ccc(O)cc2)o1,-13%,-0.9%,-30%,i,0.3,6%,11%,-19%,0.1%,-2.4%
COc1cccc(-c2nc(S(=O)(=O)c3ccccc3)c(N3CCOCC3)o2)c1,5%,-3.2%,-19%,i,5.2,18%,8%,1%,-0.1%,-1.1%
Cc1onc(-c2ccccc2)c1C(=O)NCc1cccnc1,-13%,11%,-8%,i,0.7,9%,-4%,-1%,-0.1%,2.5%
COc1ccc(/C=C2\SC(=S)N(CCCC(=O)NC3CCCC3)C2=O)cc1OC,-30%,9.8%,-10%,i,5.9,11%,15%,6%,-0.1%,8.7%
Cc1c(N=NC2=C(O)CC(C)(C)CC2=O)c(=O)n(-c2ccccc2)n1C,-21%[20 µM],x,-24%,i,0.1,8%,-5%,13%,-0.1%,4.4%
Cn1cnnc1SCC(=O)NC1CCCc2ccccc21 (centres undefined),4%,3.0%,-26%,i,0.5,7%,-1%,6%,0.2%,-0.6%
CC(=O)OC1=C(C#N)Cn2ccc3cccc1c32,-18%,33%,6%,x,x,5%,-3%,12%,1.0%,-0.8%
CCOc1ccc(C(C)=O)cc1CSc1nc(C)cc(C)n1,-69%[20 µM],x,-15%,i,0.4,-2%,1%,17%,-0.1%,0.3%
Fc1ccccc1N1CCN(c2ncnc3[nH]ncc23)CC1,-20%,1.7%,-36%,i,0.3,4%,-15%,-29%,0.3%,-2.8%
Cc1ccc(S(=O)(=O)Nc2nc(C)c(C(=O)N/N=C/c3ccccc3)s2)cc1,14%,3.7%,-17%,i,0.4,-2%,-11%,5%,0.0%,42%
COc1ccc(-c2cc(-c3ccccc3)c(C#N)c(=S)[nH]2)cc1,12%[20 µM],-1.6%,-31%,i,0.5,-6%,2%,-20%,-0.1%,1.0%
O=C(Nc1nnc2n1CCS2)c1ccc(Br)o1,-27%,0.7%,-1%,i,1.9,9%,8%,15%,0.2%,-1.0%
Cc1ccc(Cl)cc1N(CC(=O)NCc1ccc2c(c1)OCO2)S(C)(=O)=O,0%,0.9%,0%,i,1.5,-13%,-5%,8%,0.6%,-0.3%
CCCCN(CC)CCNC(=O)C1CCCN(S(=O)(=O)c2cccc3nsnc23)C1 (centres undefined),-10%,-3.9%,-37%,i,2.8,9%,-2%,-18%,-0.2%,1.0%
CSCc1nnc(NC(=O)c2ccc(S(=O)(=O)N(C)C)cc2)o1,-28%,3.4%,-32%,i,0.5,8%,-24%,8%,0.1%,0.4%
Cc1nn(-c2ccccc2)c(N)c1C1(O)C(=O)Nc2ccccc21 (centres undefined),8%,5.6%,-11%,i,0.7,19%,17%,9%,-0.1%,0.6%
O=C(c1cn(-c2ccccc2)nc1-c1cccs1)N1CCOCC1,31%,-4.8%,4%,i,0.5,21%,-2%,10%,0.2%,0.6%
O=C(Nc1ccc2c(c1)OCO2)c1ccncc1,2%,1.8%,-7%,i,1.6,5%,0%,13%,0.2%,1.2%
CCS(=O)(=O)N1CCC(C(=O)Nc2cc(C)ccc2O)CC1,-34%[20 µM],-1.2%,-10%,i,0.7,-10%,-9%,6%,-0.2%,-1.0%
COc1ccc(C(=O)n2nnc3ccccc32)cc1OC,-11%,3.9%,-24%,i,0.4,-5%,-1%,-3%,0.1%,2.4%
CC/C(=N\NC(=O)CSc1ncccn1)c1ccc2c(c1)OCCO2,-12%,-1.2%,-25%,i,0.0,7%,-8%,10%,-0.1%,1.8%
Cc1ccc(N2C(=S)N=C(Nc3ccccc3C)C23CCOC(C)(C)C3)cc1 (centres undefined),22%,0.5%,-94%,i,3.7,2%,5%,-7%,-0.1%,0.4%
CS(=O)(=O)N1CCc2ccc(NC(=O)C3CCCO3)cc2C1 (centres undefined),13%,8.9%,-19%,i,1.1,-6%,4%,2%,-0.1%,-1.1%
CCN(CC)CCN1C(=O)C(=O)/C(=C(/O)c2ccc(S(=O)(=O)N3CCOCC3)cc2)C1c1ccc(Cl)cc1 (centres undefined),12%,-0.9%,-36%,i,0.8,16%,1%,6%,0.0%,0.7%
Cc1ccc(-n2c(C)nnc2SCC(=O)NC2CCCC2)cc1,-13%,-0.7%,-43%,i,0.5,-6%,2%,-3%,0.2%,0.8%
O=C(Oc1cccnc1)c1ccccc1[N+](=O)[O-],-60%,1.8%,-15%,i,0.3,-4%,-15%,1%,0.1%,-1.9%
